Compound activity deposited in PubChem BioAssay by several laboratories.
TRAIL sens C8: caspase-8 TRAIL sensitization; inhibition (viability loss, TRAIL sensitization), % at 10 µM; hit rate 1% among 360,000; NB7+C8 cells + TRAIL, ATPlite viability luminescence;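 active = compounds causing at least 50% loss of cell viability in the single-dose screen, relative to plate controls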
NCOA1 inh: inhibits human SRC1 coactivator; Q15788; inhibition, % at 3.6 µM; hit rate 0.12% among 360,000; HEK293 GAL4-SRC1 luciferase reporter, luminescence;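 active = inhibition above the campaign mean plus 3 SD, with each screening campaign given its own cutoff, cut at about 60% in these data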;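 also: 0% = DMSO treated cells and 100% = gossypol at 36 µM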
LMP1 NFkB inh: Epstein-Barr LMP1 NF-kappaB reporter inhibition; LMP1-induced NF-kappaB luciferase reporter cells, luminescence; inhibition, % at 12.5 µM; hit rate 0.69% among 350,000; AID 504558; in the data active = inhibition above about 41%;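 also: 0% = neutral control wells and 100% = reference inhibitor control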
COUP-TFII inh: inhibitors of human COUP-TFII (NR2F2). P24468. inhibition, % at 8.6 µM. AID 686940. hit rate 0.7% among 370,000. HEK293T NGFI-A luciferase reporter, luminescence;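 active = inhibition above a per-plate cutoff, mean inhibition of test wells between control levels plus 3 SD, cut at about 38% in these data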;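 also: cells cotransfected with COUP-TFII expression vector driving the NGFI-A reporter; 0% = median of COUP-TF2 test wells and 100% = reporter-only cells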
Target sequence (P24468 whole entry, looked up): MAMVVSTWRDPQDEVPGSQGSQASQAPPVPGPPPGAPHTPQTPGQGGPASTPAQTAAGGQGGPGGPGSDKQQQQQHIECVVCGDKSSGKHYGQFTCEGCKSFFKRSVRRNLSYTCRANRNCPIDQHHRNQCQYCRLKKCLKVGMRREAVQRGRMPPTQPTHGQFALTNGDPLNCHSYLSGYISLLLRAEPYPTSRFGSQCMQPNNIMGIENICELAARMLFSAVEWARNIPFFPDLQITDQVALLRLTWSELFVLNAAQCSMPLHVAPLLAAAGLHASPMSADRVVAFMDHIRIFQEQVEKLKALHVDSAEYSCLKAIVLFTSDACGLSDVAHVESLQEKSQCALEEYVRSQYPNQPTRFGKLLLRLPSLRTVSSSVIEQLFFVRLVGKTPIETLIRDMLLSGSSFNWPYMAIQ
LRH-1 inv ag: suppresses constitutive activity of human LRH-1. HEK293T StAR-luciferase reporter, LRH-1 transfected, 24 h. inhibition, % at 3.6 µM. hit rate 0.13% among 360,000. AID 602396;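 active = inhibition above the mean inhibition of all tested compounds plus 3 SD, cut at about 73% in these data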;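 also: 0% = DMSO wells and 100% = reporter-only cells lacking LRH-1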
Target sequence (O00482 whole entry, looked up): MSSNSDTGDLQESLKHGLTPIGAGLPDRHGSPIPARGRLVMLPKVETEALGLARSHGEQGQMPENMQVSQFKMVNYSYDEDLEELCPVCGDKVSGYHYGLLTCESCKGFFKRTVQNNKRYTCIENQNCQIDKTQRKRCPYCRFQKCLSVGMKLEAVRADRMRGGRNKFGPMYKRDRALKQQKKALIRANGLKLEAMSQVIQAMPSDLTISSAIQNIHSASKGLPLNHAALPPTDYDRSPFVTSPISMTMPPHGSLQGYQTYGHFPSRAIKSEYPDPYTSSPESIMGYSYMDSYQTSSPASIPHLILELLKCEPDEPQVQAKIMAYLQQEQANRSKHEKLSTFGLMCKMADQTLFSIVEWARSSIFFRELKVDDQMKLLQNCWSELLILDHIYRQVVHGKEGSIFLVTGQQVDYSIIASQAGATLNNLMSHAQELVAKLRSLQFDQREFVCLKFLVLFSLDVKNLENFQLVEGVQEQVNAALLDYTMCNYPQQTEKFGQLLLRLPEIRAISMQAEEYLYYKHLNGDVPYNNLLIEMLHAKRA
TROY signal inh: inhibitors of TROY-dependent NF-kB signaling; Q293 LMP1-TROYcd NF-kB luciferase reporter, 4 h; inhibition, % at 10 µM; hit rate 0.98% among 360,000;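 active = compounds whose plate-normalised and pattern-corrected inhibition of the luciferase reporter signal at the single screening dose is 50% or more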
SRC3 inh: inhibitors of human steroid receptor coactivator 3 (SRC3) | hit rate 0.17% among 360,000 | HEK293 GAL4-SRC3 luciferase reporter, luminescence | AID 588352 | inhibition, % at 3.6 µM;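 active = inhibition above a per-campaign cutoff, the mean of all compounds plus 3 SD, cut at about 60% in these data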;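 also: 0% = DMSO-treated cells and 100% = gossypol-treated cells at 36 µM; higher means less SRC3-driven luciferase light from the GAL4 reporter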
TWEAK Fn14 block: inhibitors of TWEAK-Fn14 interaction signaling; inhibition, % at 10 µM; hit rate 2% among 360,000; TWEAK-stimulated Fn14 reporter cells, luciferase luminescence, 8 h; AID 1159606; in the data active = inhibition above about 50%
SRC2 inh: inhibits human steroid receptor coactivator 2. HEK293 GAL4-SRC2 luciferase reporter, luminescence. hit rate 0.17% among 370,000. inhibition, % at 9 µM. Q15596. AID 651957;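 active = inhibition above the mean inhibition of all tested compounds plus 3 SD, set per campaign, cut at about 52% in these data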;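 also: 0% = DMSO treated cells and 100% = cells given Gossypol at 36 µM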
KKLEB cytotox: reduces viability of KKLEB cystic fibrosis airway cells | KKLEB CF airway cells viability, ATPlite luminescence, overnight; stronger effect = lower value; cells stimulated with P. aeruginosa culture filtrate | activity change (cytotoxicity), % at 5 µM | hit rate 0.36% among 360,000 | AID 602141;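 active = corrected activity change at or below -50% at 5 µM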
CF NFkB inh: cystic fibrosis NF-kB activation inhibition; KKLEB NF-kB-GFP reporter, PAF-induced, GFP fluorescence overnight; inhibition, % at 5 µM; hit rate 0.86% among 360,000; AID 588850;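 active = at least 50% inhibition at 5 µM, scaled per plate between neutral and stimulator controls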;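 also: PAF is a Pseudomonas aeruginosa culture filtrate used as stimulus; plate controls were PAF-stimulated DMSO wells for no effect and unstimulated DMSO wells for full effect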
* marks the source's active call; other numbers are inactive results; x = not tested or not shown. The list is partial; the hit share may differ from the screen's.

SMILES	TRAIL sens C8	NCOA1 inh	LMP1 NFkB inh	COUP-TFII inh	LRH-1 inv ag	TROY signal inh	SRC3 inh	TWEAK Fn14 block	SRC2 inh	KKLEB cytotox	CF NFkB inh
COC(=O)C1=C(c2ccc(Cl)c(C(F)(F)F)c2)C[C@@H]2CC[C@H]1N2C(=O)NCCOc1ccccc1	25	6	12	x	10	16	5	18	x	-4	15
COc1ccc(N2C(=O)CC(=O)NC2=O)cc1	8	5	-4	-3	12	12	2	3	10	-12	0
COC(=O)C1=C(c2cc3ccccc3o2)C[C@@H]2CC[C@H]1N2C(=O)NCCO	-4	-10	-10	5	-1	5	3	3	14	-1	-5
COC(=O)c1ccccc1NC(=O)N1C[C@@H]2C[C@@H](C1)c1cccc(=O)n1C2	-3	6	-3	2	23	-9	3	3	-12	0	-4
CC(=NCC1CCCO1)c1c(O)n(-c2ccc(C)cc2)c(=O)[nH]c1=O (stereo unspecified)	1	-32	1	-15	-28	-12	0	5	-25	12	-2
Cc1cccc(CN2CCCC(C(=O)c3ccc(C(F)(F)F)cc3)C2)n1 (stereo unspecified)	4	-9	-2	-11	4	16	-5	-1	-16	5	-12
O=C(c1cc2cc(Cl)ccc2[nH]1)N1CCC2(CC1)OCCO2	-5	-28	-13	-19	-35	-13	-21	-7	-44	2	-5
COc1cc(/C=C2\C(=O)NC(=O)N(c3ccccc3)C2=O)cc(OC)c1OC	5	13	0	11	-5	-2	9	-38	9	1	-3
O=C(CCl)NCC1CCCO1 (stereo unspecified)	-8	-11	-5	-5	-5	2	6	7	5	1	-5
Cc1ccc(N2C(=O)NC(=O)/C(=C/c3cnn(-c4ccc(C)cc4)c3)C2=O)cc1	-5	-48	-4	-10	-71	-25	-37	-44	-28	-9	2
CCN1C[C@]2(OC(=O)c3ccccc3NC(C)=O)CCC(OC)C34C5C[C@H]6C(OC)[C@]5(O)[C@](O)(C[C@@H]6OC)C(C[C@@H]32)[C@H]14 (stereo partly specified)	-2	13	-18	-22	-5	0	-4	12	10	16	-11
CCCCn1c(C)c(C(=O)OCC)c2c(CN3CCOCC3)c(O)ccc21	3	6	4	9	5	-10	-4	-11	-10	12	-3
Cn1c(O)c(C=Nc2ccc(F)cc2)c(=O)[nH]c1=O	-4	-2	-3	-15	6	5	5	-9	-36	13	-11
CCn1c(C(=O)N2CCC(C(=O)N3CCC4(CC3)OCCO4)CC2)cc2sccc21	-8	-11	6	-11	2	7	3	11	-7	-5	-5
O=[N+]([O-])c1cccc(NP(=O)(Oc2ccccc2)Oc2ccccc2)c1	-4	-4	4	9	19	3	-19	11	-3	4	-7
CCCOC(=O)COc1cc(C)cc2oc(=O)c3c(c12)CCC3	-3	2	-9	-4	26	-26	6	-35	-17	0	-15
Cc1cccc(N2C(=O)NC(=O)/C(=C\c3cnc(-c4ccccc4)nc3)C2=O)c1	-11	-23	18	-6	-14	-20	15	10	-34	1	14
CN(C)c1ccc(C(=O)N/N=C/C23CC[C@@H](O)CC2(O)CC[C@@H]2[C@@H]3CCC3(C)C(C4=CC(=O)OC4)CCC23O)cc1 (stereo partly specified)	43	35	-9	36	37	26	39	-21	-49	-52*	21
CCOC(=O)CNC(=O)CSP(=S)(OCC)OCC	-5	6	1	4	18	-8	8	-1	5	13	-3
CC(=O)OC1CC(OC2C(O)CC(OC3C(O)CC(OC4CCC5(C)C(CCC6C5CC(O)C5(C)C(C7=CC(=O)OC7)CCC65O)C4)OC3C)OC2C)OC(C)C1OC1OC(CO)C(O)C(O)C1O (stereo unspecified)	67*	87*	83*	79*	103*	36	90*	78*	61*	-48	86*
CCCCn1c(=O)c(C(=O)NCc2ccccc2Cl)c(O)c2ccccc21	23	6	4	4	-10	3	-9	-20	9	-3	2
CN1CCCCC1c1ccc(-c2cccnc2)nc1 (stereo unspecified)	1	15	3	-8	6	-17	-20	-29	-12	3	-26
Nc1ccc2nonc2c1[N+](=O)[O-]	9	-45	5	1	-8	-5	6	3	25	1	0
Nc1c(Cl)cc([N+](=O)[O-])cc1Cl	21	3	1	-8	-11	15	10	6	-7	-3	14
O=C1NC(=O)N(c2cccc(Br)c2)C(=O)/C1=C/c1ccsc1	-16	-6	-5	5	-2	17	2	6	-7	5	-10
O=C1NC(=S)N(c2ccc(Br)cc2)C(=O)/C1=C/N1CCN(C(=O)c2ccco2)CC1	-5	7	4	-1	4	15	-6	-13	-18	-9	-4
CCN1CCC(NCC2CCCCC2)CC1	-9	1	-3	-8	-12	11	-2	7	-26	0	8
COc1cc(CN2C(=O)NC(=O)C3(Cc4cc(C)ccc4N(C)C3)C2=O)cc(OC)c1 (stereo unspecified)	-14	9	12	-10	10	-4	-15	3	-10	-3	-30
COP(=O)(OC)C(NS(=O)(=O)c1ccccc1)C(Cl)(Cl)Cl (stereo unspecified)	4	-15	1	-10	-12	-14	14	3	-10	8	11
COP(=S)(OC)SCN1C(=O)c2ccccc2C1=O	11	1	7	-3	9	12	0	0	-3	7	-5

The final two records of the part above lead into the next.
SMILES	TRAIL sens C8	NCOA1 inh	LMP1 NFkB inh	COUP-TFII inh	LRH-1 inv ag	TROY signal inh	SRC3 inh	TWEAK Fn14 block	SRC2 inh	KKLEB cytotox	CF NFkB inh
COP(=O)(OC)C(NS(=O)(=O)c1ccccc1)C(Cl)(Cl)Cl (stereo unspecified)	4	-15	1	-10	-12	-14	14	3	-10	8	11
COP(=S)(OC)SCN1C(=O)c2ccccc2C1=O	11	1	7	-3	9	12	0	0	-3	7	-5
Cn1cnc([N+](=O)[O-])c1Sc1ccc([N+](=O)[O-])cc1	-16	-20	-2	-14	32	20	8	21	1	-17	20
O=C1c2ccccc2-n2nnnc2C2c3ccccc3-n3nncc3CN12 (stereo unspecified)	-13	-3	x	-7	10	13	-29	-17	6	-4	-12
Cc1cc(C(=O)O)c(C)n1C1CC1	2	21	-2	-11	-4	3	26	2	-21	-11	-15
Nc1cc(N2CCNCC2)ccc1[N+](=O)[O-]	3	-8	-18	-12	-19	5	-5	-6	-14	-10	13
COc1cccc(OC)c1C(=O)NC(=S)N1C[C@H]2C[C@H](C1)c1cccc(=O)n1C2	-13	-23	-3	-1	-13	-19	19	-4	1	-1	12
O=[N+]([O-])c1ccc(N2CCNCC2)cc1NCC1CCCO1 (stereo unspecified)	-10	6	3	-2	3	0	-4	-11	-22	-1	5
CC(C)[C@H]1C(=O)N2CCC[C@H]2[C@]2(O)O[C@](NC(=O)[C@@H]3C=C4c5cccc6[nH]cc(c56)C[C@H]4N(C)C3)(C(C)C)C(=O)N12	-2	-2	5	x	22	-11	3	-2	x	-2	-13
CCN1CCN(S(=O)(=O)c2ccc(Cl)c(C(=O)Nc3ccc(C(=O)N(CC)CC)cc3)c2)CC1	-5	13	16	16	5	13	-23	4	36	38	-63
O=P1(c2ccccc2)Nc2ccccc2N1c1ccccc1 (stereo unspecified)	-5	4	6	22	9	14	-6	-3	-17	6	19
Cn1c(O)c(C=NCCN2CCOCC2)c(=O)[nH]c1=S	12	-4	4	-18	-15	16	20	-2	-17	0	11
CCc1ccc(C(=O)C23CN4CN(CN(C4)C2)C3)cc1	-8	5	-1	-3	-9	-19	-12	1	-1	6	-1
NCCc1c[nH]c2ccc(C(N)=O)cc12	0	-10	0	10	-1	8	7	-6	-21	22	8
O=C1C=CC(=O)C2C1C1(Cl)C(Cl)=C(Cl)C2(Cl)C1(Cl)Cl (stereo unspecified)	1	19	4	-8	4	46	13	57*	19	-1	54*
CCC(=Nc1cc(OC)ccc1OC)c1c(O)[nH]c(=O)[nH]c1=O	2	8	-8	-11	13	1	-7	3	-15	-9	6
O=c1[nH]c(=O)n(Cc2ccco2)c(O)c1C=NCc1cccs1	-9	8	-13	18	1	2	-7	15	-19	3	3
O=c1[nH]c2ccccc2n1C1CCN(C(c2nnnn2-c2ccc3c(c2)OCCO3)C2CC2)CC1 (stereo unspecified)	31	26	x	6	39	8	44	43	-44	-87*	84*
c1ccc2c(CCNC3=NCCC3)c[nH]c2c1	-3	-12	-5	3	1	2	-17	10	-3	-3	5
c1ccc(CN2CCN(Cc3ccc4ccccc4c3)CC2)cc1	10	1	-1	1	-6	7	-14	5	30	-2	10
Cc1ccc2c(c1)N(CCC(=O)N1CCC3(CC1)OCCO3)C(=O)CO2	5	3	-3	-2	24	6	2	-6	2	-2	1
O=C1/C(=C\c2cccnc2)N2CCC1CC2	-4	1	-1	20	7	-12	16	6	9	-2	-6
COc1ccc(/C=C/C(=O)NC(=S)N2C[C@H]3C[C@H](C2)c2cccc(=O)n2C3)cc1OC	-1	0	2	-2	27	-9	0	-6	9	3	-10
CN(C)C1C(=O)C(C(N)=O)=C(O)C2(O)C(=O)C3=C(O)c4c(O)cccc4C(C)(O)C3CC12 (stereo unspecified)	-7	-51	-4	x	6	2	-13	-16	x	5	13
CCn1cc(CN2CCCC(C(=O)c3sccc3C)C2)cn1 (stereo unspecified)	-1	-23	1	8	15	-11	4	-4	-17	-4	16
COc1ccccc1-n1c(-c2cccs2)nc2ccccc2c1=O	-2	7	-5	3	0	-14	9	17	15	-1	-23
Cn1c(O)c(C(=Nc2ccc(F)cc2)c2ccccc2Cl)c(=O)n(C)c1=O	-13	-14	4	-19	-7	-3	-6	1	-9	19	-3
CCOc1cccc(OCC)c2c(C)[n+](CC3CCCO3)c(C)c1-2 (stereo unspecified)	-8	3	-14	x	-30	-10	1	0	x	6	0
C[C@]12CC[C@H](O)C[C@H]1CC[C@@H]1[C@@H]2CC[C@]2(C)C(=O)CC[C@@H]12	1	9	-5	12	0	6	2	-8	6	-6	11
COc1ccc(-c2nn(CCC#N)cc2C(=O)O)cc1	-2	-1	2	20	-21	-1	-4	8	-34	16	-30
Cc1nc2c(=O)n(C)c(=O)nc-2n(C)n1	96*	87*	91*	64*	95*	86*	92*	102*	75*	-74*	77*
COC(=O)C1=C(c2cccc(C#N)c2)C[C@@H]2CC[C@H]1N2C(=O)NCCCOC(C)C	-10	14	-4	10	8	-29	20	4	9	13	18
[Cl][Pt+2][Cl].[NH-]C1CCCCC1[NH-] (stereo unspecified)	-4	-2	-5	-5	-8	-16	-6	-25	-12	-21	0
O=c1[nH]c2ccccc2n1C1CCN(Cc2ccc(-c3nc4ccccc4nc3-c3ccccc3)cc2)CC1	37	x	x	34	39	6	x	16	3	x	x
CN(C)c1ccc(-[n+]2c(-c3ccccc3)cc(-c3ccccc3)cc2-c2ccccc2)cc1	42	59	34	86*	90*	47	82*	66*	-2	-45	49
O=C(O)c1ccc(N=Cc2c(O)[nH]c(=O)[nH]c2=O)cc1	-3	-5	-10	14	11	10	13	5	-4	16	-20
CCCCn1c(O)c(C(C)=NCCCN(C)C)c(=O)[nH]c1=O	-20	8	5	-13	2	-4	9	14	-8	5	-10
CCC1CN1P(=O)(Oc1ccc(Cl)cc1)N1CC1CC (stereo unspecified)	-8	-11	-3	26	-7	-6	-13	16	-9	-15	17
